NCOA3 inh: inhibits human SRC3 coactivator; Q9Y6Q9; HEK293 GAL4-SRC3 luciferase reporter, luminescence; inhibition, % at 3.6 µM; hit rate 0.17% among 360,000;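 active = inhibition above a per-campaign cutoff, the mean of all compounds plus 3 SD, cut at about 60% in these data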;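 also: 0% = DMSO-treated cells and 100% = gossypol-treated cells at 36 µM; higher means less SRC3-driven luciferase light from the GAL4 reporter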
TWEAK-Fn14 inh: inhibitors of TWEAK-Fn14 interaction signaling. hit rate 2% among 360,000. inhibition, % at 10 µM. AID 1159606. TWEAK-stimulated Fn14 reporter cells, luciferase luminescence, 8 h; in the data active = inhibition above about 50%
NCOA2 inhibitor: inhibits human steroid receptor coactivator 2; Q15596; HEK293 GAL4-SRC2 luciferase reporter, luminescence; inhibition, % at 9 µM; hit rate 0.17% among 370,000; AID 651957;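 active = inhibition above the mean inhibition of all tested compounds plus 3 SD, set per campaign, cut at about 52% in these data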;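 also: 0% = DMSO treated cells and 100% = cells given Gossypol at 36 µM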
TLR9-MyD88 block: blocks human TLR9 binding to MyD88 | Q9NR96+Q99836 | CHO BLA complementation TLR9-MyD88, CCF4 FRET ratio | inhibition, % at 4.98 µM | hit rate 0.21% among 340,000 | AID 504734;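 active = inhibition above the mean over all tested compounds plus 3 SD, cut at about 21% in these data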;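 also: 0% = DMSO only wells and 100% = clavulanate BLA inhibitor control wells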
C8 TRAIL sens: sensitizes caspase-8 expressing cells to TRAIL | NB7+C8 cells + TRAIL, ATPlite viability luminescence | inhibition (viability loss, TRAIL sensitization), % at 10 µM | hit rate 1% among 360,000;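 active = compounds causing at least 50% loss of cell viability in the single-dose screen, relative to plate controls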
NR2F2 inh: inhibitors of human COUP-TFII (NR2F2) | P24468 | HEK293T NGFI-A luciferase reporter, luminescence | inhibition, % at 8.6 µM | hit rate 0.7% among 370,000;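 active = inhibition above a per-plate cutoff, mean inhibition of test wells between control levels plus 3 SD, cut at about 38% in these data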;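 also: cells cotransfected with COUP-TFII expression vector driving the NGFI-A reporter; 0% = median of COUP-TF2 test wells and 100% = reporter-only cells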
SRC1 inh: inhibits human SRC1 coactivator; inhibition, % at 3.6 µM; Q15788; hit rate 0.12% among 360,000; HEK293 GAL4-SRC1 luciferase reporter, luminescence;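 active = inhibition above the campaign mean plus 3 SD, with each screening campaign given its own cutoff, cut at about 60% in these data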;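 also: 0% = DMSO treated cells and 100% = gossypol at 36 µM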
TROY signal inh: TROY signaling inhibition | Q293 LMP1-TROYcd NF-kB luciferase reporter, 4 h | inhibition, % at 10 µM | hit rate 0.98% among 360,000;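 active = compounds whose plate-normalised and pattern-corrected inhibition of the luciferase reporter signal at the single screening dose is 50% or more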
NOD2 RIPK2 PPI: blocks binding of human NOD2 to RIPK2; O43353; CHO BLA complementation NOD2-RIPK2, CCF4 ratio; inhibition, % at 4.98 µM; hit rate 0.38% among 360,000; AID 624267; in the data active = inhibition above about 21%;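 also: 0% = vehicle only and 100% = reference blocker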
NR5A2 inv ag: inverse agonists of human LRH-1 (NR5A2) | O00482 | HEK293T StAR-luciferase reporter, LRH-1 transfected, 24 h | inhibition, % at 3.6 µM | hit rate 0.13% among 360,000 | AID 602396;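 active = inhibition above the mean inhibition of all tested compounds plus 3 SD, cut at about 73% in these data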;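 also: 0% = DMSO wells and 100% = reporter-only cells lacking LRH-1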
EBV LMP1 NFkB: inhibitors of Epstein-Barr LMP1-induced NF-kappaB reporter | LMP1-induced NF-kappaB luciferase reporter cells, luminescence | inhibition, % at 12.5 µM | hit rate 0.69% among 350,000; in the data active = inhibition above about 41%;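 also: 0% = neutral control wells and 100% = reference inhibitor control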
* = called active by the depositor; · = not tested or not shown. Some of the compounds tested; the hit share may differ from the screen's.

SMILES | NCOA3 inh | TWEAK-Fn14 inh | NCOA2 inhibitor | TLR9-MyD88 block | C8 TRAIL sens | NR2F2 inh | SRC1 inh | TROY signal inh | NOD2 RIPK2 PPI | NR5A2 inv ag | EBV LMP1 NFkB
Cc1cc(C)c(C(=O)C(C)OC(=O)Cn2cnc3c2c(=O)n(C)c(=O)n3C)cc1C (stereo unspecified) | 10 | -12 | 5 | -9 | -12 | -7 | -12 | 4 | -10 | -8 | 1
CCCN1CCN(S(=O)(=O)c2ccc3c(c2)CCC(=O)N3)CC1 | 29 | 10 | 1 | -5 | 3 | 5 | -23 | 8 | -7 | -11 | -1
CCOC(=O)C1=CCCN(S(=O)(=O)c2ccc(C)cc2)C1 | -26 | 11 | 4 | · | 2 | -6 | 23 | 2 | -20 | 2 | ·
Cc1cnc(C(=O)OCC(=O)N(C(C)C)C(C)C)cn1 | 3 | 14 | -13 | -2 | -17 | 2 | -13 | 4 | 9 | 1 | -3
Cc1ccc(C(=O)Nc2nc(C(N)Cc3ccc(C(F)(F)F)cc3)cs2)cc1 (stereo unspecified) | -11 | -18 | -12 | · | 14 | -10 | 8 | 14 | 9 | -6 | ·
COc1ccc(NC(=O)Nc2cccc(C)n2)cc1 | -63 | -17 | -79 | -9 | 11 | -83 | -76 | -68 | 3 | -89 | -27
COc1ccc(NC(=S)NCCCc2ccccc2)cc1 | 17 | -5 | 3 | 3 | 2 | 1 | -8 | -19 | 0 | -7 | 5
Cc1onc(NC(=O)c2ccc([N+](=O)[O-])o2)c1Br | 16 | 28 | -1 | -5 | 3 | -17 | -10 | -12 | -4 | 46 | -21
Oc1c(N=NC(=S)Nc2ccccc2F)c2ccccc2n1Cc1cccc(Cl)c1 | 18 | 5 | -4 | -8 | 19 | 14 | -12 | 9 | 0 | 6 | 44*
COc1ccc(-c2c(C)nn3c(N4CCC(C(=O)NCCN(C)C)CC4)cc(C)nc23)cc1OC | 9 | 0 | -8 | -8 | 4 | 10 | -13 | -8 | 4 | 14 | 2
O=C(Cn1nnc(-c2ccncc2)n1)Nc1ccc2c(c1)CCC2 | -3 | 16 | 1 | -5 | 14 | 4 | 17 | 11 | 3 | 0 | 14
O=S(=O)(NC1CCCCC1)c1ccc(N2CCOCC2)nc1 | 15 | -13 | -20 | -4 | 2 | 17 | 12 | 16 | -6 | 0 | 2
COc1ccc(Cn2c(C3CC3)nc3ccc(NC(C)=O)cc3c2=O)cc1 | -49 | -34 | -82 | -1 | 6 | -55 | -84 | -30 | 2 | -148 | -39
CC(=O)c1sc(NCCOc2ccc(C)cc2)nc1C | -56 | -5 | -19 | -2 | -2 | -26 | -21 | -63 | -19 | -56 | 0
Cc1ccc(C(=O)OC(C)C(=O)NC2CCCCC2)cc1S(=O)(=O)N1CCCCC1 (stereo unspecified) | 17 | 0 | -8 | 10 | 6 | 8 | 22 | -7 | -3 | 3 | -2
CCNC(=O)C1(C)CCN(Cc2csc(-c3ccccc3)n2)C1 (stereo unspecified) | -31 | -4 | -14 | · | -6 | -32 | -49 | -4 | -1 | -67 | ·
Oc1ccc(NCc2cccc(OCc3ccc(F)cc3)c2)cc1 | -24 | -13 | -43 | 8 | -5 | -29 | -43 | -21 | 20 | -33 | 3
C=C1C[C@@]23CCC4[C@@](C)(CCC[C@@]4(C)C(=O)OC)C2CC[C@]1(OC(C)=O)C3 (stereo partly specified) | 3 | -10 | -30 | -3 | 9 | -4 | 11 | -4 | 11 | 4 | 8
O=[N+]([O-])c1cnc(Nc2ccc(Cl)cn2)c([N+](=O)[O-])c1 | 0 | 25 | 0 | 5 | 9 | 6 | -8 | 8 | 6 | 25 | -20
Cc1nc(C)c(C(=O)C2=C(O)C(=O)N(CCCn3ccnc3)C2c2ccccc2)s1 (stereo unspecified) | 11 | -42 | -20 | 4 | 6 | 1 | -12 | -58 | 5 | -1 | -12
O=C(NCC(=O)N1CCCC1)c1ccccc1F | -30 | 12 | -39 | -9 | -2 | -19 | -21 | -26 | -1 | -38 | -13
COC(=O)C(C(=O)OC)c1cc2c(cc1CNS(=O)(=O)c1ccc(C)cc1)OCO2 | · | · | 20 | · | -15 | 4 | · | · | 3 | -3 | ·
CCOc1ccc(-c2cnc3cccnn23)cc1 | -19 | 13 | -51 | · | 3 | -26 | -30 | -31 | 1 | -57 | ·
CCOc1ccc(S(=O)(=O)N2CCCCC2)cc1NC(=O)C1=COCCO1 | -14 | -1 | -24 | 1 | -15 | 4 | -2 | -9 | -6 | -3 | -4
Cc1ccccc1CSCc1nc2ccccc2[nH]1 | -3 | 11 | -32 | 0 | 13 | -4 | -23 | -14 | -6 | -39 | -3
CCOC(=O)C1CCCN(C2CC(=O)N(c3ccc(C)c(C)c3)C2=O)C1 (stereo unspecified) | 5 | 12 | -2 | 1 | -9 | -13 | 1 | · | 2 | 2 | -16
COc1ccccc1CNc1nc2cc(-c3ccsc3)sc2c(=O)n1C | -29 | 45 | -11 | · | 1 | -52 | 13 | 23 | 5 | 12 | ·
Cc1c(O)nc(SCC(=O)Nc2cccc(C(F)(F)F)c2)n(-c2ccccc2)c1=O | 4 | -9 | 13 | -4 | -6 | 10 | -9 | -10 | -5 | 10 | -6
O=C(OCC(=O)c1ccc(S(=O)(=O)N2CCCC2)cc1)C1=COCCO1 | 9 | 9 | 4 | -9 | 5 | 14 | 2 | -1 | -6 | -6 | -16
O=C(CNS(=O)(=O)c1ccc(Cl)cc1)N/N=C/c1ccco1 | 19 | 27 | -20 | 4 | -8 | 8 | 7 | 14 | -14 | 10 | -4
CCOC(=O)C1(Cc2ccccc2)CCN(Cc2cc(=O)c3ccccc3[nH]2)CC1 | 14 | 4 | -23 | 1 | -3 | 0 | -4 | 2 | -8 | -6 | -1
Oc1ccccc1/C=N/Nc1cccc2cccnc12 | -109 | -4 | -85 | 2 | 26 | -18 | -133 | -37 | 6 | -31 | 4
CCC(C)NC(=O)CS(=O)Cc1nc(-c2cccc(C)c2)oc1C (stereo unspecified) | 15 | 6 | 8 | 9 | 0 | 14 | -4 | -3 | 5 | -4 | 0
CCN(CC(=O)Nc1ccc(NC(C)=O)cc1)C(=O)c1n[nH]c(=O)c2ccccc12 | 2 | -4 | -12 | 2 | 5 | -13 | 11 | -10 | -7 | 4 | -19
COCC1CCCCN1C(=O)c1cccc(OC2CCN(S(C)(=O)=O)CC2)c1 (stereo unspecified) | -10 | -4 | -12 | 2 | -9 | 10 | -15 | -18 | -3 | 21 | 3
CCCc1cc2c(=O)c(-c3ccc4c(c3)OCCO4)coc2cc1OC(=O)c1ccco1 | -48 | -7 | -62 | -10 | 56* | -8 | -47 | 1 | -4 | -37 | -69
CCN1C(=NCCCOC(C)C)N[C@@H](c2ccccc2)[C@H](C(=O)OC)[C@H]1C | 2 | 8 | 4 | 8 | -4 | 8 | -1 | -17 | 3 | 9 | -1
O=C(NC1CCCCC1)c1ccc(-c2cccc([N+](=O)[O-])c2)o1 | -99 | -24 | -57 | -2 | 28 | -50 | -141 | -69 | -6 | -178 | -54
Cc1noc(NS(=O)(=O)c2ccc(NC(=O)c3ccc(N4C(=O)c5ccccc5C4=O)cc3)cc2)c1C | 8 | 7 | -4 | 0 | 17 | -15 | -31 | -2 | -9 | 10 | -4
Cc1ccc(S(=O)(=O)N2C[C@H]3C(=O)C[C@@H](c4ccccc4)N(S(=O)(=O)c4ccccc4)[C@H]3C[C@H]2c2ccccc2)cc1 | 5 | 1 | -8 | · | -7 | 1 | 9 | -8 | -17 | -7 | ·
Cc1noc(C)c1C(=O)OCC(=O)Nc1ccc(S(N)(=O)=O)cc1 | 13 | 10 | 0 | 3 | -11 | -8 | -11 | 2 | 4 | -11 | -2
O=C(NCCO)c1cc([N+](=O)[O-])cc2c1C=Cc1ccccc1O2 | -2 | -27 | -4 | -1 | 13 | 3 | 13 | 2 | -3 | 7 | 3
O=C(NC1CCCCCC1)C(=S)N1CCCC1 | 14 | -21 | 6 | -1 | 2 | 5 | 11 | -17 | -8 | 17 | -3
CC1(CO)COC2(OC1)C(=O)Nc1ccccc12 (stereo unspecified) | 0 | 0 | 0 | 5 | 9 | -3 | -28 | -15 | 4 | -13 | -1
CC(C)(C)c1ccc(S(=O)(=O)NC(=O)C2(C)CCN2C(=O)Cc2ccccc2Cl)cc1 (stereo unspecified) | -1 | 5 | 5 | · | 0 | -10 | -4 | 9 | -9 | 17 | ·
CC(=O)NS(=O)(=O)c1ccc(NC(=O)/C=C/c2ccco2)cc1 | 16 | 32 | -4 | 6 | -5 | -9 | -31 | 0 | 3 | -7 | 0
O=c1[nH]nc(-c2ccc(F)cc2)cc1Cc1ccccn1 | 11 | -12 | 12 | · | -13 | -13 | 0 | -10 | 2 | -9 | -8
COc1ccc(Cc2c(-c3ccc(OC)c(OC)c3)nc3c(C)cc(Br)cn23)c(C)c1 | 10 | 48 | 1 | · | 2 | 1 | -4 | 8 | -9 | 18 | ·
CCCCOCCCNC(=O)c1ccc(OC)cc1 | -32 | -4 | 14 | -7 | 1 | 11 | -2 | -19 | -6 | 11 | -2
COc1ccc(NC(C)=O)cc1S(=O)(=O)N1CCc2ccccc21 | 17 | 10 | -19 | 1 | 4 | -13 | 13 | 3 | 2 | -13 | 3
O=c1[nH][nH]c(-c2ccccc2)c1C=Nc1ccc(F)cc1F | 12 | -7 | -7 | 6 | 0 | 0 | 14 | -4 | -20 | 24 | -4
Cc1c(C(=O)Nc2ccc3oc(-c4cccnc4)nc3c2)oc2ccccc12 | 2 | -29 | 0 | -1 | -9 | 6 | 5 | -2 | 1 | -22 | 13
CCCCCCOc1ccc(OC(=O)c2ccncc2)cc1 | -10 | -50 | -40 | -1 | 6 | -11 | -32 | -39 | -3 | -25 | 5
Cc1cc(C)n(-c2cc(Cl)ccc2[N+](=O)[O-])n1 | 8 | 3 | -22 | -2 | -5 | -1 | -7 | -2 | -11 | 9 | -3
CCOC(=O)C1(CCOc2ccccc2)CCN(Cc2cccs2)CC1 | 10 | 1 | -7 | 0 | 9 | 0 | 0 | 8 | 0 | 9 | 19
O=C(CC1CCS(=O)(=O)C1)Nc1ccc[nH]c1=O (stereo unspecified) | 3 | 3 | -29 | -8 | -24 | -7 | -39 | 1 | -4 | 2 | 5
Cc1ccc(N=Cc2c(O)c3ccccc3n(C)c2=O)cc1 | -5 | -3 | -42 | 6 | 3 | -5 | -10 | -26 | 0 | 1 | -3
Nc1ccc(N2CCN(CCCCN3C(=O)C4CCCN4C3=O)CC2)cc1 (stereo unspecified) | 11 | -13 | 7 | 4 | -19 | 3 | -3 | -1 | 1 | 13 | 3
O=C(O)c1ccccc1NCN1C(=O)C2CC=C(Cl)CC2C1=O (stereo unspecified) | 6 | 0 | 3 | -3 | -6 | 8 | -4 | 14 | -8 | 12 | -1

Screens deposited in PubChem BioAssay by several laboratories.
